# RPL19A-GFP yeast: modulators of TOR pathway RPL19A-GFP in S. cerevisiae | S. cerevisiae RPL19A-GFP strain, flow cytometry, 3 h; stronger effect = lower value | AID 2025 | actives 0.3% (n = 330,000) | percent response vs DMSO, % at 10 µM;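 active = percent response vs DMSO below 50%; inconclusive = fewer than 70 events counted for the yeast strain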;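 note: median channel GFP fluorescence of the barcoded RPL19A-GFP strain; ratio of sample median GFP to plate DMSO average so 100% = DMSO; lower means less RPL19A-GFP as with rapamycin TOR inhibition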
# LAP4-GFP MLPCN: yeast TOR pathway LAP4-GFP modulation | AID 2023 | GFP response vs DMSO, % at 10 µM | S. cerevisiae LAP4-GFP multiplex, flow cytometry GFP, 3 h; median GFP as percent of DMSO wells | actives 0.34% (n = 320,000);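 active = GFP response vs DMSO above a set limit, about the screen mean plus 3 SD, cut at about 150% in these data; inconclusive = under 70 cell events counted for the yeast strain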
# MEP2 TOR yeast: modulators of TOR pathway MEP2-GFP in S. cerevisiae; actives 0.51% (n = 330,000); GFP response vs DMSO, % at 10 µM; S. cerevisiae MEP2-GFP strain, flow cytometry GFP, 3 h; 100% = DMSO control level; AID 2016;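 active = GFP response versus DMSO above a set limit, roughly screen mean plus 3 SD, cut at about 180% in these data; inconclusive = fewer than 70 cells counted for a yeast strain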;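 note: median GFP fluorescence of the barcode-gated MEP2-GFP cells per well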
# An asterisk follows results filed as active; ? = inconclusive; [ ] = another dose, or the depositor's remark. An excerpt (hit frequency here may not be typical).
1) CC(Oc1ccc2ccccc2c1)C(=O)NNC(=O)Nc1ccccc1F (stereo not drawn)
2) CSc1ccccc1OCc1cc(C(=O)NCCC2CCCCO2)no1 (stereo not drawn)
3) Cc1c(O[C@@H]2O[C@H](CO)[C@@H](O)[C@H](O)[C@H]2O)ccc2c1oc(=O)c1ccccc12
4) CCCCn1c(N)c(N(CC(C)C)C(=O)C2CCN(S(=O)(=O)c3ccc(F)cc3)CC2)c(=O)[nH]c1=O
5) O=C(/C=C/c1ccc(F)cc1)NC(=S)Nc1ccccc1
6) Cc1cc(C)cc(N2CC(O)Cn3c2nc2c3c(=O)[nH]c(=O)n2C)c1 (stereo not drawn)

Assay by compound	1	2	3	4	5	6
RPL19A-GFP yeast	108.9	101.8	91.6	100.9	101.3	100.2
LAP4-GFP MLPCN	76.8	86.4	98.2	83.6	91.7	89.8
MEP2 TOR yeast	96.0	95.8	104.4	100.5	108.7	107.0

7) O=C(/C=C/c1ccc2c(c1)OCO2)N1CCCCC1
8) CCN(CC(=O)NCc1ccc(Cl)cc1)C(=O)Cc1ccccc1[N+](=O)[O-]
9) Cc1ccc(NC(=S)N2CCN(S(=O)(=O)c3ccc(C)cc3)CC2)cc1
10) Cc1noc(NS(=O)(=O)c2ccc(NC(=O)/C=C/c3ccc(Br)cc3)cc2)c1C
11) COc1cc(/C=N/NC(=S)NCCc2ccccc2)cc(OC)c1OC
12) S=C(Nc1cc(Cl)ccc1Oc1ccccc1)N1CCN(c2ccccn2)CC1

Assay by compound	7	8	9	10	11	12
RPL19A-GFP yeast	100.6	109.4	106.4	111.0	102.7	99.5
LAP4-GFP MLPCN	96.1	83.6	69.5	71.4	89.2	93.6
MEP2 TOR yeast	108.2	106.1	97.1	107.6	102.3	104.7

13) O=C(Cc1ccc(F)cc1)Nc1nc(-c2ccc(F)c(F)c2)cs1
14) CN(C)S(=O)(=O)c1cccc(NC(=O)c2sccc2-c2ccccc2)c1
15) COc1ccc2cc(C(=O)NCc3ccccc3)[nH]c2c1
16) CCC(=O)N(CCc1ccccc1)Cc1cc2cc(C)ccc2[nH]c1=O
17) Cc1ccc(C)c(NC(=O)C2C3C=CC(O3)C2C(=O)O)c1 (stereo not drawn)
18) O=[N+]([O-])c1cc2c(cc1CN1CCN(c3ccccc3F)CC1)OCO2

Assay by compound	13	14	15	16	17	18
RPL19A-GFP yeast	101.8	104.8	105.3	98.0	107.9	104.2
LAP4-GFP MLPCN	99.6	84.3	94.7	93.8	100.5	94.3
MEP2 TOR yeast	109.6	105.2	110.0	98.9	106.3	109.6

19) CC(C(=O)Nc1ccccn1)(c1ccccc1)c1ccccc1
20) Cc1ccc(OCC(O)CNC2CCCC2)c(C)c1 (stereo not drawn)
21) COc1cc(C(=O)Nc2nnc(Cc3ccccc3)s2)cc(OC)c1OC
22) O=[N+]([O-])c1ccc(NCCN2CCOCC2)c([N+](=O)[O-])c1
23) COc1ccc2ccccc2c1CN1CCSCC1
24) COc1cc(C(=O)Nc2cccc(NC(=O)c3cccs3)c2)cc(OC)c1OC

Assay by compound	19	20	21	22	23	24
RPL19A-GFP yeast	103.5	98.8	101.1	99.5	101.7	100.8
LAP4-GFP MLPCN	89.0	94.7	88.7	94.3	95.6	94.7
MEP2 TOR yeast	101.0	101.6	102.3	96.8	111.1	107.0

25) COc1cc(NC(=O)NCC2CCN(Cc3ccccc3C)CC2)cc(OC)c1OC
26) COc1cc(/C=N/Nc2ccnc(=O)[nH]2)ccc1O
27) COc1ccc(CC(=O)N/N=C(\C)c2cccnc2)cc1OC
28) C[n+]1ccccc1/C=C/c1c(F)cccc1F
29) Cc1ccc(-c2nnc(Nc3cccc(O)c3)c3ccccc23)cc1S(=O)(=O)NCCO
30) CCOc1ccc(NC(=O)CCN2C(=O)c3cccc([N+](=O)[O-])c3C2=O)cc1

Assay by compound	25	26	27	28	29	30
RPL19A-GFP yeast	108.5	110.8	122.1	103.4	101.9	102.2
LAP4-GFP MLPCN	101.7	79.3	74.3	91.7	93.0	99.9
MEP2 TOR yeast	104.4	107.0	111.7	105.3	101.0	108.4

31) Cc1ccc(NC(=O)c2cc(-c3ccccc3O)n[nH]2)cc1Cl
32) O=C(CCCc1ccccc1)NCc1ccc2c(c1)OCO2
33) O=C(Nc1c[nH]c(=O)[nH]c1=O)c1ccccc1Cl
34) CCOC(=O)NN=C1CCC(c2ccccc2)CC1 (stereo not drawn)
35) Cc1cccc(NC(=O)C(C)C(=O)c2ccccc2)c1 (stereo not drawn)
36) CCc1cc2c(Nc3ccccc3O)nc(C)nc2s1

Assay by compound	31	32	33	34	35	36
RPL19A-GFP yeast	105.6	101.9	96.2	110.6	105.4	100.8
LAP4-GFP MLPCN	102.3	102.9	93.7	81.6	96.0	93.5
MEP2 TOR yeast	107.8	105.5	107.7	99.7	105.5	106.7

37) Nc1nc(NCCOCCO)nc(Nc2cccc(F)c2)c1[N+](=O)[O-]
38) COc1ccc(/C(C)=N/NC2=NCCN2)cc1Cl
39) COc1ccc(NC(=O)N2CCCC(c3ccccc3)C2)cc1 (stereo not drawn)
40) O=C(O)CCNC(=O)COc1ccc2c3c(c(=O)oc2c1)CCCC3
41) CCCn1c(=O)c(C(=O)NCc2ccc3c(c2)OCO3)c(O)c2ccccc21
42) Cc1cccc(NS(=O)(=O)c2cc(C(=O)NCc3ccccn3)ccc2C)c1

Assay by compound	37	38	39	40	41	42
RPL19A-GFP yeast	115.1	101.8	102.1	105.2	91.4	103.5
LAP4-GFP MLPCN	104.8	106.3	100.3	82.0	82.6	69.4
MEP2 TOR yeast	116.3	112.7	110.9	109.0	87.6	96.5

43) COc1ccc(CCN(C)C(=O)CNC(=O)c2ccc3c(c2)OCO3)cc1OC
44) CSc1ncc(C(=O)Nc2cccc(C)c2C)c(C)n1
45) Cn1c(SCC(=O)c2ccc(O)c(O)c2)nnc1-c1ccccc1
46) COc1ccc(C(=O)c2sc(Nc3ccccc3)nc2N)cc1
47) COC(=O)c1ccc(CNC(=O)C2CCC(=O)N(CCN3CCOCC3)C2)cc1 (stereo not drawn)
48) COCCCNC(=O)Cc1ccc(-n2c(C)nc3cccnc32)cc1

Assay by compound	43	44	45	46	47	48
RPL19A-GFP yeast	101.5	96.2	109.8	102.7	113.6	103.3
LAP4-GFP MLPCN	83.6	114.4	97.5	103.9	72.1	91.7
MEP2 TOR yeast	102.4	117.6	108.3	112.0	101.0	106.1

49) CCN(CC)CCCNC(=S)N1CCN(c2nc3ccccc3n2CC)CC1
50) CCOC(=O)c1cnc2c(C)cc(C)cc2c1NCCCN1CCOCC1
51) C=CCOc1ccccc1CN1CCCCCC1
52) CCCN(CCC)c1nc(-c2ccccn2)nc2ccccc12
53) COc1ccc(CN2CCNC(=O)C2CC(=O)N(C)Cc2cc(C)no2)cc1OC (stereo not drawn)
54) O=C(c1ccccc1Br)N1CCN(c2ncccn2)CC1

Assay by compound	49	50	51	52	53	54
RPL19A-GFP yeast	102.9	104.2	105.0	105.1	?	121.7
LAP4-GFP MLPCN	97.9	92.6	97.4	91.2	64.0[may fluoresce red]	112.9
MEP2 TOR yeast	98.2	111.0	108.4	108.3	92.0[may fluoresce red]	119.9

# Reprinted from the results shown (5 entries):
50) CCOC(=O)c1cnc2c(C)cc(C)cc2c1NCCCN1CCOCC1
51) C=CCOc1ccccc1CN1CCCCCC1
52) CCCN(CCC)c1nc(-c2ccccn2)nc2ccccc12
53) COc1ccc(CN2CCNC(=O)C2CC(=O)N(C)Cc2cc(C)no2)cc1OC (stereo not drawn)
54) O=C(c1ccccc1Br)N1CCN(c2ncccn2)CC1

Assay by compound	50	51	52	53	54
RPL19A-GFP yeast	104.2	105.0	105.1	?	121.7
LAP4-GFP MLPCN	92.6	97.4	91.2	64.0[may fluoresce red]	112.9
MEP2 TOR yeast	111.0	108.4	108.3	92.0[may fluoresce red]	119.9

# The list goes on.
55) O=C(N/N=C/c1ccc2c(c1)OCO2)c1ccn(Cc2ccc(Cl)cc2)n1
56) O=C(NCc1ccccn1)c1ccc(NS(=O)(=O)c2cccc(Cl)c2)cc1
57) COc1ccc(/C=C(\NC(=O)c2ccc(OC)cc2)C(=O)N2CCCCC2)cc1
58) Cc1oc2c(cc(NS(=O)(=O)c3ccc(Cl)cc3)c3ccccc32)c1C(=O)O
59) Cc1ccc(/C=C2\Oc3cc(OCC(=O)NN)ccc3C2=O)o1
60) CCOC(=O)C1(Cc2cccc(Cl)c2)CCCN(C(=O)CCNC(C)=O)C1 (stereo not drawn)

Assay by compound	55	56	57	58	59	60
RPL19A-GFP yeast	103.4	123.7	97.2	111.7	104.1	100.2
LAP4-GFP MLPCN	67.1	83.5	84.1	75.1	117.9	92.6
MEP2 TOR yeast	99.0	109.9	90.6	101.9	107.8	106.7

# Full records from above. Screens in order: RPL19A-GFP yeast	LAP4-GFP MLPCN	MEP2 TOR yeast
# Cc1oc2c(cc(NS(=O)(=O)c3ccc(Cl)cc3)c3ccccc32)c1C(=O)O in the list: 111.7	75.1	101.9
# Cc1ccc(/C=C2\Oc3cc(OCC(=O)NN)ccc3C2=O)o1 in the list: 104.1	117.9	107.8

# (list continues)
61) Cc1ccc(N2C(=O)N(CC(=O)Nc3ccccc3C)C(=O)C2C)cc1 (stereo not drawn)
62) CCc1ccc(OCCCCCn2ccnc2)cc1
63) Cc1nnc(SCC(=O)Nc2ccc(S(=O)(=O)Nc3ccc(Cl)nn3)cc2)s1
64) CSc1cccc(NC(=O)CNS(=O)(=O)c2ccccc2)c1
65) Cc1c(C(=O)N2CCC[C@H]2C(N)=O)oc2c(F)cccc12
66) CCOc1ccccc1CN1CCN(Cc2ccc3cc(F)ccc3n2)CC1CCO (stereo not drawn)

Assay by compound	61	62	63	64	65	66
RPL19A-GFP yeast	106.0	106.2	111.6	121.2	99.4	103.4
LAP4-GFP MLPCN	87.1	93.5	73.2	77.4	97.1	103.9
MEP2 TOR yeast	97.7	102.5	101.0	104.3	104.9	105.7

67) COc1cc(/C=C2\SC(=Nc3ccc(Cl)c(C(=O)O)c3)NC2=O)c(Br)c(Br)c1O
68) Cc1ccc(NC(=S)NC(=O)C2CC2)cc1Cl
69) COc1cc(CNc2ccc3[nH]c(=O)[nH]c3c2)ccc1OCc1ccc(F)cc1Cl
70) Clc1ccc(-c2c(C3=NCCCN3)nnn2-c2ccc(Cl)cc2)cc1
71) CCOC(=O)c1ccc(NC(=O)NNC(=O)CCc2ccc(OC)cc2)cc1
72) Fc1ccc(CNc2ccccn2)cc1

Assay by compound	67	68	69	70	71	72
RPL19A-GFP yeast	107.9	101.7	124.1	102.0	112.1	105.1
LAP4-GFP MLPCN	97.9	94.8	104.5	85.4	78.6	99.9
MEP2 TOR yeast	125.0	101.9	119.9	102.3	101.5	106.9

73) COc1ccc(NC2CCCN(C(=O)c3ccc(C(C)=O)cc3)C2)cc1 (stereo not drawn)
74) CSCC[C@H](NC(=O)Cc1c(C)c2c(cc(C)c3c(C)c(C)oc32)oc1=O)C(=O)O
75) CCOc1ccc(N(CC(=O)N2CCN(c3ccccc3OC)CC2)S(=O)(=O)c2ccc(F)cc2)cc1
76) O=C(CCC(=O)Nc1ccccc1)N/N=C/c1ccc2c(c1)OCO2
77) COc1cc(/C=N/Nc2ccc([N+](=O)[O-])cn2)cc(OC)c1O
78) Cc1cccc(Nc2nc(C)cc(C)n2)c1

Assay by compound	73	74	75	76	77	78
RPL19A-GFP yeast	105.6	102.0	?	101.1	106.1	104.0
LAP4-GFP MLPCN	85.7	113.8	64.0[may fluoresce red and violet]	66.7	86.1	102.0
MEP2 TOR yeast	97.7	112.7	102.8[may fluoresce red and violet]	90.2	110.2	112.4

79) Cc1ccc(NC(=O)C(=O)c2c[nH]c3ccccc23)cc1
80) Cc1c(Cl)cccc1NC(=O)NN1CCN(C)CC1
81) O=C1NN(c2ccccc2)C(=O)/C1=C\c1ccccc1
82) Cc1c(CCC(=O)O)c(=O)oc2c(C)c3occ(-c4ccc(Br)cc4)c3cc12
83) CCOc1ccccc1Nc1nc(-c2cccnc2)cs1
84) CC1=NN(C(N)=S)C(=O)C1N=Nc1ccc(Cl)cc1 (stereo not drawn)

Assay by compound	79	80	81	82	83	84
RPL19A-GFP yeast	103.6	?	103.2	102.1	102.3	107.2
LAP4-GFP MLPCN	110.2	65.9[may fluoresce red and violet]	92.0	96.8	94.3	97.9
MEP2 TOR yeast	113.8	116.3[may fluoresce red and violet]	87.6	108.3	103.9	106.9

85) CCOn1c(=O)c(-c2ccc(F)cc2)[n+]([O-])c2ccccc21
86) O=C(O)c1ccc(-n2nc(C(F)(F)F)cc2-c2cccs2)cc1
87) CCC1CN(C(=O)NCc2ccc(C)cc2)c2ccccc2O1 (stereo not drawn)
88) Cc1ccc(N2C(=O)CC(Sc3ncccn3)C2=O)cc1C (stereo not drawn)
89) COc1ccc(N2C(=O)c3cccc4c(N(C)CCO)ccc(c34)C2=O)cc1

Assay by compound	85	86	87	88	89
RPL19A-GFP yeast	110.0	102.3	105.1	105.6	104.3
LAP4-GFP MLPCN	105.2	97.5	101.0	97.4	100.2
MEP2 TOR yeast	117.3	112.2	109.6	104.3	105.7

# Bioassay records: PubChem, NMMLSC
